# Screens (PubChem)
# HCMV inh: human cytomegalovirus inhibition. AID 1259415. activity change, negative = inhibition, % at 57.5 µM. HFF cells, HCMV-luciferase reporter, 72 h; stronger effect = lower value. actives 4.5% (n = 410,000); in the data active = activity change below about -60%; inconclusive = no clear call, values can overlap the other calls; inactive = above about -39%
#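 Human foreskin fibroblasts infected with luciferase-reporter HCMV at MOI 1 PFU/cell, compounds at two doses. Luciferase measured 72 h post infection; normalized to buffer-only basal and Salinomycin (10uM) controls.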
# HCV inhibitor: HCV inhibition. Huh7.5.1 HCVcc-Cre infection, luciferase reporter, 44 h. Potency, µM (doses to about 41.8 µM), for the others: top-dose activity change, negative = inhibition, usual class: inhibitors. actives 3.4% (n = 340,000). AID 651820; note: potency is the fitted concentration of half-maximal effect
#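 Reporter virus HCVcc-Cre (~0.5 moi) infects cells exposed to compound; seeding density 1,000 cells/well with 4 h settling beforehand. Luminescence, 15 sec read, taken 44 h post-infection following a 15 min RT substrate incubation.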
# AMA1 RON2 block: disrupts binding of P. falciparum AMA1 to RON2. AlphaScreen AMA1-biotinylated RON2 peptide binding. Potency, µM (doses to about 58.2 µM), inactives show top-dose activity change, negative = inhibition, usual class: inhibitors. actives 0.2% (n = 360,000);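 note: potency is the fitted concentration of half-maximal effect; 0% = vehicle wells and -100% = peptide control; nearly all actives have a fitted effect of over 45% in size; some results filed as inactive show a strong effect at the top dose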
#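 AMA1 (3D7) with his tag at 25 nM final met compounds first, then biotinylated RON2 peptide at 25 nM; detection used donor plus acceptor beads, 10 µg/mL apiece, read by AlphaScreen after 30 min at room temperature.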
# LmPK inh: blocks Leishmania mexicana pyruvate kinase activity. Q27686. purified LmPK, Kinase-Glo ATP luminescence, 1 h. Potency, µM (doses to about 57.5 µM), for the others: at the highest dose activity change, negative = inhibition, usual class: inhibitors. actives 0.37% (n = 290,000). AID 1721; note: potency is the fitted concentration of half-maximal effect
# Target sequence (Q27686 whole entry, looked up): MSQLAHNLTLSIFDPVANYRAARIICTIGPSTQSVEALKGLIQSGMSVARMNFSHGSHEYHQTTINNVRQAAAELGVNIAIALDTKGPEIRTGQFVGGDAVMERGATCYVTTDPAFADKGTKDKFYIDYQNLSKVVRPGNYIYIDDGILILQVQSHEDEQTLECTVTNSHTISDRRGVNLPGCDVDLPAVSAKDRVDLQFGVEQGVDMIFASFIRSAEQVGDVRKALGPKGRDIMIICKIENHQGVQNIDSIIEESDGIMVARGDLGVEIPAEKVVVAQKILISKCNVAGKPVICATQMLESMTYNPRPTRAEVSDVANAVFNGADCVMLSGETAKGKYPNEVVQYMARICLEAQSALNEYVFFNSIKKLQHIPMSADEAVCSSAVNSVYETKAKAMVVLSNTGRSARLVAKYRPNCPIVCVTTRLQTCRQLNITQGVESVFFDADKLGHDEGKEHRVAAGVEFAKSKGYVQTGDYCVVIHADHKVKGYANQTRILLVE
#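 qHTS format; LmPK 0.1 nM; substrates PEP 0.5 mM and ADP 0.1 mM. One-hour room-temperature incubation, then coupled luciferase luminescence; 0.5 nM enzyme wells mark activation.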
# AmpC no deterg: AmpC beta-lactamase inhibition without detergent; Potency, µM (titrated, usually from 57.1 µM), inactives show at the highest dose activity change, negative = inhibition, usual class: inhibitors; P00811; actives 0.52% (n = 330,000); AID 485341; AmpC nitrocefin hydrolysis, absorbance 480 nm, 0.0001% Triton;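 note: potency is the fitted concentration of half-maximal effect; plate controls were no compound for no effect and no enzyme for full effect; nearly all actives have a fitted effect of over 20% in size; some results filed as inactive show a strong effect at the top dose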
# Target sequence (P00811 whole entry, looked up): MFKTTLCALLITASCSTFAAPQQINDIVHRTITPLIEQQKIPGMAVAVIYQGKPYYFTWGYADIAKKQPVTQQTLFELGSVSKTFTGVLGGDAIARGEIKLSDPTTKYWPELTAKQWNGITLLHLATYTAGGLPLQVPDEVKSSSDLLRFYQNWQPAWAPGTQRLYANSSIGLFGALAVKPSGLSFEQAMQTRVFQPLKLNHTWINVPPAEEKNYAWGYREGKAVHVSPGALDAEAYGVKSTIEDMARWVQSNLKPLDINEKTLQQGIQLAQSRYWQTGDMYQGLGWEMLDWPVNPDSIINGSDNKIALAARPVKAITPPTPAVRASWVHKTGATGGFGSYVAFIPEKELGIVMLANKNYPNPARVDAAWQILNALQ
#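 AmpC (5.3 nM in the dispensed reagent) in 20 mM phosphate pH 7.0 with 0.01% (detergent screen) or 0.0001% Triton X-100 was preincubated with compounds for 15 min at room temperature. Nitrocefin was then added from an 800 uM solution, and hydrolysis was followed at 480 nm.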
# AmpC detergent: inhibitors of E. coli AmpC beta-lactamase with detergent | P00811 | AmpC hydrolysis of nitrocefin, absorbance 480 nm, 0.01% Triton | Potency, µM (highest dose often 114 µM), for inactives: at the top dose activity change, negative = inhibition, hits mostly inhibitors | actives 0.041% (n = 370,000) | AID 485294;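 note: potency is the fitted concentration of half-maximal effect; 0% = no-compound wells and -100% = no-enzyme wells; nearly all actives have a fitted effect of over 25% in size; some results filed as inactive show a strong effect at the top dose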
#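 20 mM phosphate pH 7.0 + 0.01% (detergent screen) or 0.0001% Triton X-100; 5.3 nM AmpC reagent; cpd preinc 15 min RT; nitrocefin (800 uM stock) to start; A480 q20 s × 4 min; Activity was normalised to no-enzyme and no-compound control wells.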
# TbPYK inhibitor: T. brucei pyruvate kinase inhibition | actives 0.12% (n = 410,000) | Potency, µM (highest dose often 76.8 µM), inactives show top-dose activity, negative = inhibition, most hits filed as inhibitors | TbPYK enzyme, Kinase-Glo Plus ATP luminescence, 45 min | Q57TT1; note: potency is the fitted concentration of half-maximal effect; nearly all actives have a fitted effect of over 50% in size
#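 T. brucei PYK with substrate was exposed to pin-transferred compounds across a concentration series, then started with 130 uM ADP (final). After 45 min at room temperature, Kinase-Glo Plus luminescence was read, normalized and curve-fitted.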
# Starred values were filed as active, the others as inactive; ? = inconclusive; nt = not tested or not shown; & = joins results of further samples; ! = not active in a repeat; [ ] = another dose, or the depositor's remark. Unless noted, calls come from the whole dose curve; as a rule, active = well fitted curve in the direction sought with a large enough effect; inconclusive = small, poorly fitted or top-dose-only effect, or another doubt; inactive = no such curve, though single readings can be large; an effect the other way counts as inactive or inconclusive. Unless noted, % is set by controls: 0 for no effect and ±100 for the full control effect.
SMILES	HCMV inh	HCV inhibitor	AMA1 RON2 block	LmPK inh	AmpC no deterg	AmpC detergent	TbPYK inhibitor
COCCCNC(=S)N1CCN(c2ccccc2)CC1	?	1%	14%	0%	-8%	6%	-10%
O=C1c2ccccc2S(=O)(=O)N1CC1CC(c2ccccc2)=NO1 (stereo not drawn)	44	-3%	4%	-1%	-20%	-13%	-9%
COCCNC(=O)C(c1ccc(F)cc1)N(Cc1ccccc1)C(=O)CCC(=O)Nc1nccs1 (stereo not drawn)	32	-3%	9%	7%	153%[activator]	-9%	0%
COc1ccc2oc(=O)c(C(=O)N3CCN(c4ccccc4)CC3)cc2c1	-2	0%	-8%	2%	27%	-8%	-5%
COc1ccccc1C(=O)COC(=O)C(CCSC)NC(=O)COc1ccccc1 (stereo not drawn)	-8	-7%	3%	nt	-8%	-15%	-3%
Cc1nn(C)c2c1c(C(F)(F)F)cc(=O)n2C(C)C(=O)Nc1ccccc1F (stereo not drawn)	1	nt	nt	nt	nt	2%	-1%
CCCCCCC(=O)Nc1nc(C)c(-c2csc(Nc3cc(OC)ccc3OC)n2)s1	3	-9%	9%	-1%	-40%	0%	-14%
COc1ccc(-c2nnc3n(CCc4ccccc4)c(=O)c4ccccc4n23)cc1OC	-27	?	1%	1%	-8%	-2%	-3%
COC(=O)c1ccsc1NC(=O)CSc1nnnn1-c1ccccc1SC	-34	-12%	-4%	3%	0%	-9%	0%
Cc1cccc(NC(=O)c2ccco2)c1C(=O)O	53	12%	-3%	-2%	25%	-7%	-1%
CC(C)(C)C(=O)NC(=S)NNC(=O)c1ccc(-c2ccccc2)cc1	nt	6.3µM*	61%[activator]	-1%	-11%[2.29 µM]	?	1%
CC(=O)Nc1ccc(S(=O)(=O)NNC(=O)c2cccc([N+](=O)[O-])c2)cc1	40	5%	11%	-1%	-13%	-13%	-1%
COc1cc(CN2CCc3c([nH]c4ccccc34)C2)cc(OC)c1	10	1%	-29%	0%	-13%	-18%	-2%
CCCCn1c(=O)[nH]c(=O)c2c1nc(-c1ccc(OCCC)c(OCC)c1)n2C	-8	14%	-4%	4%	-4%	?	-7%
N#CCCn1c(SCC(=O)N2CCN(S(=O)(=O)c3ccccc3)CC2)nc2ccccc21	-20	1%	-7%	8%	36%	-14%	-5%
Cc1cc2ccccc2n1CCNC(=O)Cc1cccc2ccccc12	34	6.3µM*	-1%	-1%	-16%	?	-1%
COC(=O)c1sccc1NC(=O)c1ccc(C(C)C)cc1	182	15%	-6%	-6%	-17%	3%	-3%
Cc1oc(-c2cccs2)nc1CN1CCN(CCC(C)C)C(CCO)C1 (stereo not drawn)	20	2%	22%	-1%	35%	-1%	-3%
CCOC(=O)C1=C(COC(=O)[C@H](C)NS(=O)(=O)c2ccccc2F)NC(=O)NC1C (stereo partly drawn)	0	-11%	5%	nt	-14%	1%	-1%
O=C(O)c1cccc(COCC(F)(F)C(F)F)c1	2	13%	-7%	-3%	-13%	?	-5%
CC1CCCN(CCCNC(=O)c2ccc(NC(=O)C3=CSCCO3)cc2)C1 (stereo not drawn)	-15	8%	13%	1%	-9%	-4%	6%
Cc1nc(-c2ccccc2)sc1CCNC(=O)C(=O)Nc1ccc(F)c(Cl)c1	-1	nt	nt	nt	nt	-7%	-7%
Cc1ccc(C)c(NC(=O)CCn2nc(C)c3c(C)n(-c4ccccc4)nc3c2=O)c1	2	nt	nt	nt	nt	-9%	-1%
COCC1CCCCN1Cc1cn[nH]c1-c1ccc2cc(OC)ccc2c1 (stereo not drawn)	17	1%	2%	6%	4%	5%	9%
CCOC(=O)[C@H]1[C@H]2COc3ccc(Br)cc3[C@@H]2N2C(=O)CN(Cc3ccc(F)cc3)C(=O)[C@@]12C	-3	-27%	9%	nt	169%[activator]	5%	-4%
O=C(NC(=S)N(Cc1ccccc1)c1ccccn1)C1CCCCC1	-20	13%	?	-3%	-15%	?	-2%
Cc1cccc[n+]1C1C(c2ccc([N+](=O)[O-])cc2)C(C#N)=C(C(=C=[N-])C#N)NC1(O)C1CC1 (stereo not drawn)	-7	3%	13%	-4%	-31%	7%	0%
CC1(C)Cc2nc3sc(C(=O)NCCCO)c(N)c3cc2CO1	20	11%	17%	-7%	5%	1%	-3%
Cc1ccc(C(=O)NCC(=O)OCC(=O)Nc2ncc(C(F)(F)F)cc2Cl)cc1	-25	25%	16%	-2%	-20%	-9%	-12%
C/C=C/CSc1nc2c(c(=O)[nH]c(=O)n2C)n1C(C)C	26	-20%	10%	1%	-3%	?	-1%
COc1cc(NC(=O)CSc2ncnc3c2cnn3Cc2ccccc2)cc(OC)c1	-1	?	?	6%	-13%	0%	0%
Cc1cc(C)nc(NC(=O)CN2C(=O)c3ccccc3S2(=O)=O)n1	56	-5%	6%	nt	-14%	1%	0%
O=C(Cc1ccsc1)Nc1ccccc1F	5	0%	-4%	-12%	-15%	6%	-7%
CCC(C)N(C(=O)CSc1ncnc2sccc12)C1CCS(=O)(=O)C1 (stereo not drawn)	-12	-14%	2%	nt	-13%	-1%	0%
Cc1cc(C)c(S(=O)(=O)NCCn2ccc3ccccc32)c(C)c1	29	12%	-7%	2%	40µM*	?	7%
Cn1c(CNC(=O)c2cccs2)n[nH]c1=S	-2	6%	-6%	2%	-10%	-15%	-13%
COC(=O)C1=CO[C@@H](C)[C@H]2CN3CCc4c([nH]c5ccccc45)[C@@H]3C[C@H]12	-68*	?	-21%	nt	-19%	-4%	0%
Nc1nc(-c2ccc3c(c2)NC(=O)CO3)cs1	1	?	-8%	0%	-29%	2%	0%
CCCc1nc(N)c(C#N)c(-c2cccnc2)c1CC	-35	-20%	-3%	11%	-3%	-11%	0%
O=C(Nc1ccc(S(=O)(=O)N2CCCCC2)cc1)c1ccncc1	-32	-10%	16%	1%	-12%	-1%	2%
COc1ccccc1NC(=O)CSc1nnc(-c2ccccc2C)o1	61	nt	nt	nt	nt	15%	-9%
COc1cc(OC)cc(C(=O)Nc2ccc(-c3nc4ccccc4s3)c(C)c2)c1	39	nt	nt	nt	nt	4%	-7%
Fc1cccc(/C=N/Nc2nccnc2Cl)c1	80	10%	43%[activator]	?	-18%	5%	?
CSc1ccc(C(=O)c2[nH]c(=O)[nH]c2C)cc1	-2	6.3µM*!	0%	nt	-14%	3%	14%&-2%
COc1ccc(/C=N/Nc2nc(Nc3ccccc3)nc(N3CCCC3)n2)cc1	0	10µM*	37%[activator]	-1%[11.5 µM]	-35%	2%	5%
O=C(NC1CCCC1)C(c1ccncc1)N(C(=O)c1csnn1)c1ccccc1 (stereo not drawn)	8	19%	-6%	10%	0%	-7%	-6%
Nc1nc(N)n(-c2ccccc2)c(=Nc2ccccc2)n1	3	14%	-7%	-4%	-10%	1%	1%
Cc1ccc(C2C=C(c3ccccc3)Nc3nc(NS(C)(=O)=O)nn32)cc1 (stereo not drawn)	43	nt	nt	nt	nt	23%	-14%
CCn1c(SCC(=O)N/N=C/C=C/c2ccccc2[N+](=O)[O-])nnc1-c1ccc(Cl)cc1	-21	?	nt	9%	0%	-13%	nt
N#Cc1ccsc1NC(=O)CN1CCOCC1	-32	5%	-19%	4%	-15%	-4%	0%

# Additional entries follow.
SMILES	HCMV inh	HCV inhibitor	AMA1 RON2 block	LmPK inh	AmpC no deterg	AmpC detergent	TbPYK inhibitor
CCOc1ccc(Cn2nnc(C(=O)Nc3ccc(Cl)cc3)c2N)cc1	18	nt	nt	nt	nt	1%	3%
CC1=C(C(=O)N2CCOCC2)CC(CC(=O)NCCN2CCOCC2)C(=O)N1Cc1ccccc1 (stereo not drawn)	-26	nt	7%	nt	nt	nt	4%
COc1ccccc1N(CN1C(=O)c2ccccc2C1=O)C(=O)c1cccc(C)c1	?	15%	-6%	0%	-11%	0%	-8%
COc1ccccc1C(=O)NCCC(=O)NNC(=O)Cn1ccc(C(F)(F)F)n1	9	?	53%[activator]	nt	0%	0%	-11%
CCOC(=O)C1(CCc2ccccc2)CCN(Cc2ccccn2)CC1	?	?	6%	-2%	43%	6%	-15%
Cc1ccc(NC(=O)c2cc(S(=O)(=O)N3CCCCC3)c[nH]2)cc1N(C)C	0	nt	nt	nt	nt	18%	1%
CC1CN(c2nc3ccccc3nc2NS(=O)(=O)c2ccccc2)CC(C)O1 (stereo not drawn)	4	8%	-1%	nt	-13%	nt	1%
Cn1c(=O)c(NC(=O)c2ccccc2)c2n(c1=S)CCCCC2	-8	4%	-7%	2%	-21%	-19%	1%
CCCNC(=O)C(Cc1ccc(I)cc1)NC(=O)C1CC1 (stereo not drawn)	-37	10%	0%	nt	4%	-3%	-2%
Nc1cc(S(=O)(=O)C(F)(F)F)ccc1C(=O)O	-3	9%	2%	-2%	-9%	-14%	-11%
CC(=O)OCC(=O)Nc1ccc(N=Nc2ccccc2)cc1	118	10%	-28%	1%	0%	0%	0%
COc1cc(NC(=O)CN2C(=O)CSc3ccc(S(=O)(=O)N4CCCC4)cc32)cc(OC)c1	?	16%	-1%	0%	-35%	2%	1%
COc1ccc(OCC(=O)Nc2cc(-c3cccc(Cl)c3)nn2-c2ccccc2)cc1	14	nt	nt	nt	nt	23%	0%
CCc1nnc2sc(-c3ccc(NC(=O)CSc4ccc(Cl)cc4)cc3)nn12	36	9%	-6%	nt	nt	nt	-5%
COc1ccc(NC(=O)CN(C)S(=O)(=O)c2ccc(Cl)cc2)cc1Cl	-11	?	-3%	0%	-32%	2%	1%
Cc1cccc(OCC(=O)Nc2ccc3oc(-c4ccccc4F)nc3c2)c1	39	nt	nt	nt	nt	23%	0%

# One compound at a time (already shown):
# COc1ccc(OCC(=O)Nc2cc(-c3cccc(Cl)c3)nn2-c2ccccc2)cc1 is entered as HCMV inh = 14; HCV inhibitor = nt; AMA1 RON2 block = nt; LmPK inh = nt; AmpC no deterg = nt; AmpC detergent = 23%; TbPYK inhibitor = 0%
# COc1cc(NC(=O)CN2C(=O)CSc3ccc(S(=O)(=O)N4CCCC4)cc32)cc(OC)c1 is entered as HCMV inh = ?; HCV inhibitor = 16%; AMA1 RON2 block = -1%; LmPK inh = 0%; AmpC no deterg = -35%; AmpC detergent = 2%; TbPYK inhibitor = 1%
